Screens from PubChem BioAssay.
PP5 inh – inhibitors of human protein phosphatase 5 (PP5) | P53041 | purified PP5c, OMFP substrate fluorescence | inhibition, % at 6.7 µM | 0.18% of 320,000 active | AID 1987;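 active = inhibition above the campaign's mean inhibition across all tested compounds plus 3 SD, cut at about 9.5% in these data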;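 also: 0% = DMSO only and 100% = 100 µM cantharidin control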
HCV core dimer – HCV core protein dimerization inhibition. TR-FRET GST/Flag-core106 dimerization, 1536-well. inhibition, % at 5 µM. 0.33% of 300,000 active;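 active = inhibition above the mean of all tested compounds plus 3 SD, set per screening campaign, cut at about 45% in these data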
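assay system = GST-tagged and Flag-tagged HCV core protein residues 1-106 | controls = unlabelled core106 and no-GST-core106 wells | incubation = compound-protein-antibody incubation 4 h at 22.5 °C | probe or stimulus = Eu donor and XL665 acceptor anti-tag antibodies | read-out = % inhibition based on acceptor/donor emission ratio | signal = TR-FRET 671 and 617 nm emission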
TPT1 inhibitor – inhibitors of Candida albicans tRNA 2'-phosphotransferase TPT1. recombinant caTPT1, FP RNA substrate dephosphorylation. inhibition, % at 5 µM. 0.81% of 300,000 active. AID 1962;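 active = inhibition above the mean of all tested compounds plus 3 SD, set per screening campaign, cut at about 24% in these data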;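 also: plate controls were DMSO alone for no effect and ferristatin control at 100 nM for full effect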
EBNA-1 inh – blocks EBNA-1 binding to DNA | EBNA-1 DNA binding, fluorescence polarization | inhibition, % at 14.8 µM | 0.34% of 300,000 active; in the data active = inhibition above about 28%
PP1 inh – PP1-alpha (human) inhibition in PP5 counter-screen; purified PP1alpha, OMFP fluorescence; P62136; AID 2235; 0.9% of 320,000 active; inhibition, % at 6.7 µM;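 active = inhibition above the mean inhibition of all tested compounds plus 3 SD, computed separately for each screening campaign, cut at about 15% in these data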
Target sequence (P62136 whole entry, looked up): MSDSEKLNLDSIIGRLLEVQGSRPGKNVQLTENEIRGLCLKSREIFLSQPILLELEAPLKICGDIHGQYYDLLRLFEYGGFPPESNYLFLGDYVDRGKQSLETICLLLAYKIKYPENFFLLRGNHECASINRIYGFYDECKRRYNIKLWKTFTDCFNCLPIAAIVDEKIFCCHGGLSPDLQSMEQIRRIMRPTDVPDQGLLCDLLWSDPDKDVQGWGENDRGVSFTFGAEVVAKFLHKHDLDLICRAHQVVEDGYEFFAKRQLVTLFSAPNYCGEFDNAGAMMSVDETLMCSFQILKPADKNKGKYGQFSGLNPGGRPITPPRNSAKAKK
GASC-1 inh – inhibitors of human GASC-1 (JMJD2C) demethylase | inhibition, % at 2.35 µM | Q9H3R0 | 0.069% of 330,000 active | GST-JMJD2C(1-420) H3K9me3 demethylation, DELFIA europium;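 active = more than half of a compound's replicate wells show inhibition beyond 50%, single wells judged on their own value; inconclusive = some, but no more than half, of replicates pass 50% inhibition; inactive = no replicate passes 50% inhibition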;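 also: signal counts dimethyl H3K9 product captured on neutravidin plate; 0% = median of DMSO wells and 100% = 0.3 times that DMSO median; strong numbers were not always called active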
Target sequence (Q9H3R0 1-420 limits assumed): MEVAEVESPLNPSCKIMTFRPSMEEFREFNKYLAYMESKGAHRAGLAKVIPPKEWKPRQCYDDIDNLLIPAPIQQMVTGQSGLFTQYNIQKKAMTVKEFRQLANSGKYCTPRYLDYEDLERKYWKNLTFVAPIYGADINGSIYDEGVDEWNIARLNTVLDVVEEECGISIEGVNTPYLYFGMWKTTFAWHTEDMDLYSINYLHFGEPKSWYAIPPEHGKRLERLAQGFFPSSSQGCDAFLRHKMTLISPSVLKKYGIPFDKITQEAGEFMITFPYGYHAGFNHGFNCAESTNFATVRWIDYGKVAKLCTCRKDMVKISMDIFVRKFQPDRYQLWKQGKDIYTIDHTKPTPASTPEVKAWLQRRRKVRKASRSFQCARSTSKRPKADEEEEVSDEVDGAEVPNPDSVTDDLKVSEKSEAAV
CTSL1 counter – blocks F. hepatica cathepsin L1 in PFM18AAP counter-screen. recombinant F. hepatica cathepsin L1, Z-Leu-Arg-MCA fluorescence. inhibition, % at 5.96 µM. 0.49% of 300,000 active. AID 1906;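 active = inhibition above the mean of all tested compounds plus 3 SD, set per screening campaign, cut at about 17% in these data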;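 also: 0% = plate median of test compound wells and 100% = 1 µM Z-Phe-Ala-diazomethylketone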
Yeast superoxide – lowers age-related superoxide in aged yeast cells. superoxide response (% of plate mean), % at 10 µM. 0.18% of 330,000 active. S. cerevisiae aged cells, superoxide DHE fluorescence; hits give low values. AID 2690;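 active = superoxide response under a set limit, about three screen SD below normal, cut at about 65% in these data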;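 also: yeast aged for seven days with compound at 30 °C before DHE staining; 100% = average MFI of all compound-treated wells on the plate with controls excluded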
ZTA DNA inh – blocks Epstein-Barr virus ZTA, an EBNA-1 counter-screen; P03206; ZTA-DNA binding, fluorescence polarization; inhibition, % at 11 µM; 0.15% of 320,000 active; AID 2234; in the data active = inhibition above about 33%
Target sequence (P03206 whole entry, looked up): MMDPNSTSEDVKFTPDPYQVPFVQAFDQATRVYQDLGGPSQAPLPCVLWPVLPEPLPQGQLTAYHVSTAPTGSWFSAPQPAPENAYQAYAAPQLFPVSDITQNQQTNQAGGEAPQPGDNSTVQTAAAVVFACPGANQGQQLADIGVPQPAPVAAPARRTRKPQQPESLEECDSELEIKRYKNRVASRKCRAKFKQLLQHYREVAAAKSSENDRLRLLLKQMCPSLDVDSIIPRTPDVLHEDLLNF
Active calls of the source: *; u = inconclusive; x = not tested or not shown.

SMILES	PP5 inh	HCV core dimer	TPT1 inhibitor	EBNA-1 inh	PP1 inh	GASC-1 inh	CTSL1 counter	Yeast superoxide	ZTA DNA inh
COc1cc(NC(=S)NCc2ccc(S(N)(=O)=O)cc2)c(OC)cc1Cl	3.9	-4	-2	-14	-2	-4	0	104	7
COc1ccccc1-c1nc(C#N)c(N2CCC(Cc3ccccc3)CC2)o1	5.3	14	2	-10	3	-3	-3	113	14
CC(=O)N(CCC1(C(C)C)CCOC(C)(C)C1)Cc1ccco1 (centres undefined)	1.2	-8	-4	7	1	-3	1	102	10
CNCc1ccccc1Sc1ccc(OC)cc1	0.5	4	0	-16	-8	2	5	94	-2
N=c1oc2cc(O)ccc2cc1C(=O)Nc1ccc(F)cc1	1.4	0	3	1	5	0	-1	97	-8
CC1(C)Cc2ccccc2-c2nnc(SCc3ccc(C#N)cc3)n21	1.7	5	1	-5	5	-6	-5	85	0
COc1cccc(S(=O)(=O)NCc2ccc(C(=O)NCC3CCCO3)cc2)c1 (centres undefined)	1.4	-11	0	-5	2	-9	-3	105	-16
Clc1ccc(CNC2CCN(Cc3ccccc3)CC2)cc1	4.3	-14	3	-7	-11	-8	3	102	-2
Cc1cccc2sc(N(CCN3CCOCC3)C(=O)CCS(=O)(=O)c3ccccc3)nc12	0.4	2	-1	6	-5	0	17*	90	9
CSCc1c(C(=O)NC2CCCc3ccccc32)oc2ccccc12 (centres undefined)	0.9	3	-3	11	2	6	1	110	4
Nc1nc(SCC(=O)NCc2ccco2)[nH]c(=O)c1-c1ccccc1	3.3	3	-1	-12	0	-16	-2	126	-3
COCCn1cc(-c2csc(N)n2)c2ccccc21	-0.1	12	-2	3	2	0	1	99	-2
CCn1c(CN2CCN(c3cccc(C)c3C)CC2)n[nH]c1=S	2.9	8	-2	-2	1	2	1	100	-13
Cc1c(N2C(=O)/C(=C\c3ccc(N(C)C)cc3)N(C)C2=S)c(=O)n(-c2ccccc2)n1C	7.6	-2	150*	-4	16*	5	11	108	-8
COc1ccc(C(O)P(=O)(OCc2ccccc2)c2ccc(N(C)C)cc2)cc1 (centres undefined)	3.1	2	-7	1	-2	5	-1	97	-19
CCc1cc2cc(C)c(C)cc2nc1SCC(=O)NNC(=O)c1ccco1	0.3	-2	3	6	2	0	-2	102	-7
CCN(CC(=O)Nc1ccccc1C(F)(F)F)C(=O)CCOc1ccc(C)cc1	-0.5	2	2	-7	-5	4	4	102	20
O=C(CCNS(=O)(=O)c1cccs1)Nc1nccs1	2.3	2	2	-10	3	4	3	107	0
Cc1cccc(N(CC(=O)NC2CCCCC2)C(=O)CCC(=O)Nc2ccccn2)c1	4.7	-4	-1	-4	-3	3	-2	91	-13
CC1CC(C)CN(C(=O)COC(=O)CCc2nc3ccccc3c(=O)[nH]2)C1 (centres undefined)	1.6	-11	-1	-7	0	-1	0	108	-5
Cc1ccc2cc(CN(CCCO)S(=O)(=O)c3ccccc3F)c(=O)[nH]c2c1C	2.8	-10	0	-14	6	-2	-3	106	-6
CCCn1c(=O)c(C(=O)NNC(=O)c2ccccc2Cl)c(O)c2ccccc21	0.6	5	-1	13	6	0	-1	91	13
Cc1cc(C)cc(NC(=O)N2CCN(C/C=C/c3ccccc3)CC2)c1	5.3	2	2	-8	-2	10	-1	112	-20
COc1ccc(N2C(=O)C3NN=C(C(=O)OCc4ccccc4)C3C2=O)cc1 (centres undefined)	1.1	0	1	3	2	-10	-3	99	5
N#Cc1ccsc1NC(=O)COC(=O)CCCSc1nc2ccccc2s1	5.1	45	10	-1	4	14	-17	107	1
Cc1ccc(CN2CC(C(=O)NNC(=O)Cn3ccc(C(F)(F)F)n3)CC2=O)cc1 (centres undefined)	-0.4	x	x	x	2	2	x	98	4
O=C(NCC(c1cccnc1)N1CCOCC1)NC1CCCCC1 (centres undefined)	2.2	7	4	0	-7	4	-1	88	-10
CCC1(c2ccccc2)NC(=O)N(CC#N)C1=O (centres undefined)	1.1	3	0	-5	-2	17	-4	107	-5
CC(=O)Nc1ccc2nc(C3CCCCC3)[nH]c2c1	1.9	3	2	-10	-2	6	3	104	-3
COc1ccc(-c2nc3n(n2)C(c2cccnc2)C(C(N)=O)=C(C)N3)cc1 (centres undefined)	-0.5	-1	-7	7	-1	-8	1	93	1
Cc1c(O)ccoc1=O	1.4	1	-3	10	-3	-5	-1	94	-5
Cc1ccc(C)n1NC(=O)c1ccccc1Cl	-0.3	37	2	11	3	-5	-1	96	11
O=C(c1cc2sccc2n1Cc1ccccc1)N1CCc2ccccc21	0.3	14	-2	3	5	-6	2	97	16
CN(C)c1ccc(C(C[N+](=O)[O-])c2c(N)n(C)c(=O)n(C)c2=O)c(F)c1C#N (centres undefined)	1.9	11	4	5	-3	-3	5	108	1
CC1=C(C(N)=O)C(c2ccc(Cl)c(Cl)c2)n2ncnc2N1 (centres undefined)	0.1	1	1	-7	2	32	-5	100	12
Cc1nn(-c2ccccn2)c(C)c1Oc1ccccc1O	2.8	1	-3	1	-1	4	-1	88	-12
CC(C)(C)c1ccc(Oc2coc3cc(OCC(=O)O)ccc3c2=O)cc1	0.1	6	1	-3	0	-2	3	101	8
CCOc1ccc(C2C(C#N)=C(N)SC(N)=C2C#N)cc1OC	0.2	57*	115*	-2	0	7	2	97	21
CCOCCOC(=O)C1=C(C)Nc2ccc(C)cc2S1	-1.5	-13	1	2	-1	-7	1	94	3
COc1ccc(NS(=O)(=O)c2ccc3c(c2)OCCO3)cc1OC	-0.9	0	0	12	1	-3	-1	88	9
Cc1cccc(C)c1OCC(O)CN1CCc2ccccc2C1 (centres undefined)	-1.0	-1	-1	1	-2	2	1	91	11
CC1(C(=O)NC23CC4CC(CC(C4)C2)C3)CC1(Cl)Cl (centres undefined)	2.5	6	-2	-8	-7	-6	0	88	-16
COc1ccc(OC)c(-n2nnnc2SCC(=O)Nc2nc(C)c(C)s2)c1	-0.4	3	1	14	0	1	1	99	4
O=C(NCCN1C(=O)S/C(=C\c2cccnc2)C1=O)C1=NN(c2ccccc2)C(=O)CC1	3.1	8	-3	-7	0	2	1	108	-18
CCOc1ccccc1NC(=O)COc1cccc(-n2cnnn2)c1	3.2	-4	2	-10	-8	-6	-2	93	3
O=C(CCc1nnc2ccc(NCc3ccco3)nn12)Nc1ccccc1F	0.5	-1	-4	-8	-1	8	11	89	0
CCOC(=O)c1sc(C)c2c(=O)n(CC)nnc12	-0.1	1	1	-9	-3	-10	6	116	7
Cc1ccc(C(=O)Nc2nnc(C)s2)cc1	1.7	0	-2	-17	-5	5	2	97	1

Molecules above that contain a cyano group, in the order listed:
SMILES	PP5 inh	HCV core dimer	TPT1 inhibitor	EBNA-1 inh	PP1 inh	GASC-1 inh	CTSL1 counter	Yeast superoxide	ZTA DNA inh
COc1ccccc1-c1nc(C#N)c(N2CCC(Cc3ccccc3)CC2)o1	5.3	14	2	-10	3	-3	-3	113	14
CC1(C)Cc2ccccc2-c2nnc(SCc3ccc(C#N)cc3)n21	1.7	5	1	-5	5	-6	-5	85	0
N#Cc1ccsc1NC(=O)COC(=O)CCCSc1nc2ccccc2s1	5.1	45	10	-1	4	14	-17	107	1
CCC1(c2ccccc2)NC(=O)N(CC#N)C1=O (centres undefined)	1.1	3	0	-5	-2	17	-4	107	-5
CN(C)c1ccc(C(C[N+](=O)[O-])c2c(N)n(C)c(=O)n(C)c2=O)c(F)c1C#N (centres undefined)	1.9	11	4	5	-3	-3	5	108	1
CCOc1ccc(C2C(C#N)=C(N)SC(N)=C2C#N)cc1OC	0.2	57*	115*	-2	0	7	2	97	21

New compounds follow:
SMILES	PP5 inh	HCV core dimer	TPT1 inhibitor	EBNA-1 inh	PP1 inh	GASC-1 inh	CTSL1 counter	Yeast superoxide	ZTA DNA inh
O=S(=O)(c1cccs1)N1CCN(CCc2ccccc2)CC1	-0.8	3	-1	27	-6	2	-1	99	-13
CC(c1ccccc1)N1C(=O)NC(NC(=O)C(C)(C)C)(C(F)(F)F)C1=O (centres undefined)	-2.0	2	-1	7	-5	3	-3	95	4
Cc1ccccc1OCC(=O)N1N=C(C(F)(F)F)CC1(O)C(C)(C)C (centres undefined)	2.7	-1	-1	13	4	-4	2	92	1
O=C(CN1C(=O)C2C3C=CC(C3)C2C1=O)OCC(=O)c1ccc(Br)cc1 (centres undefined)	1.7	1	3	-1	-5	-7	-4	102	-5
Clc1ccc(Cc2ccc(Cl)nn2)c(Cl)c1	1.4	-8	-3	-1	0	-2	-2	99	-15
COc1cc(C(=O)N2CCN(S(=O)(=O)c3ccc(C)cc3C)CC2)ccc1OCC(=O)N1CCOCC1	-1.7	x	x	x	-2	-6	x	105	-1
COc1cccc(/C=N/Nc2ncc(C)c(=O)[nH]2)c1OC	3.7	1	-5	-10	1	-5	4	105	0
COc1ccc(N(CC(=O)NCc2cccs2)S(=O)(=O)c2c(C)nn(C)c2C)cc1	-0.2	4	0	2	3	4	-2	103	3
CCOC(=O)C1=NN(C(=O)Nc2ccc(OC)cc2)C2C(=O)N(c3cccc(C(F)(F)F)c3)C(=O)C12 (centres undefined)	0.8	7	1	-7	-2	0	7	102	18
O=C(CCc1nc(-c2ccccc2)no1)Nc1cccnc1	0.7	7	-3	-7	-5	5	-1	99	0
CCOc1ccc(NC(=O)CSc2nc(-c3cccs3)cc(C(F)(F)F)n2)c([N+](=O)[O-])c1	-1.2	0	-1	-1	0	2	3	84	-14
COC(=O)c1ccccc1NC(=O)c1ccccc1NS(C)(=O)=O	2.8	-3	3	2	-1	-3	0	103	-4
Nc1c(N(Cc2ccco2)C(=O)c2cccc(F)c2)c(=O)[nH]c(=O)n1Cc1ccccc1	2.0	x	x	x	-3	x	x	92	3
COc1ccc(OC)c(S(=O)(=O)Nc2cc3c4c(c2)CC(=O)N4CCC3)c1	1.3	-5	-3	-13	-1	u	-9	95	-25
O=C(Nc1ccc(Cl)cc1)c1cccc(S(=O)(=O)Nc2ccccn2)c1	2.5	4	3	-11	-2	-8	1	122	-8
O=C(CCSc1nc(-c2ccc3c(c2)OCO3)cc(C(F)(F)F)n1)NCc1ccccc1	-0.8	11	-2	-1	4	18	2	95	6
CN(c1ccccc1)S(=O)(=O)c1ccc2[nH]c(=O)[nH]c2c1	1.0	0	-1	9	-3	-1	-6	99	5
CC[C@H](C)[C@@H](C(=O)N1CCNCC1)n1cc([C@@H](N)CC(C)C)nn1	-0.6	-2	0	9	0	1	1	89	15
Cc1cnn(C(=O)c2ccccc2Br)c1	2.8	-4	-2	-2	-3	85*	2	81	5
CCOc1ccccc1CN1CCC(n2nccc2NC(=O)C2CCCC2)CC1	3.5	-16	-2	-3	0	0	-3	111	-9
CC(C)N1CCC(n2nccc2NC(=O)c2ccc3c(c2)OCO3)CC1	0.6	-3	0	-2	-1	-1	3	104	5
O=C(COc1ccc(F)cc1)Nc1cc(S(=O)(=O)N2CCCCC2)ccc1N1CCCCC1	0.2	18	4	-2	16*	0	-7	107	7
N#Cc1ccccc1OCC(=O)NC(N)=O	1.5	-9	-6	1	-1	25	0	86	-8
O=C(O)c1ccc(Nc2nc(-c3cccnc3)nc3ccccc23)cc1	2.2	10	-3	-4	-2	23	3	105	1
COc1cc2c(cc1OC)C(C)N(C(=O)c1cc(C)on1)CC2 (centres undefined)	1.4	-12	-1	12	-4	4	0	97	-7
O=C(O)CSCC(=O)N(c1ccccc1)c1ccccc1	-0.8	1	1	9	-4	-1	-1	95	5

Hits appear at their usual frequency. About 3.1% of those tested had a hit in this group.
